Screening data deposited in PubChem by Fisher Drug Discovery Resource Center.
hcGAS inh: inhibitors of human cGAS; AID 1259398; actives 0.081% (n = 290,000); recombinant h-cGAS, ATP depletion, Kinase-Glo luminescence; inhibition, % at 12.5 µM;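 also: 0% = vehicle reaction and 100% = reaction without DNA for no activity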
Target sequence (Q8N884 whole entry, looked up): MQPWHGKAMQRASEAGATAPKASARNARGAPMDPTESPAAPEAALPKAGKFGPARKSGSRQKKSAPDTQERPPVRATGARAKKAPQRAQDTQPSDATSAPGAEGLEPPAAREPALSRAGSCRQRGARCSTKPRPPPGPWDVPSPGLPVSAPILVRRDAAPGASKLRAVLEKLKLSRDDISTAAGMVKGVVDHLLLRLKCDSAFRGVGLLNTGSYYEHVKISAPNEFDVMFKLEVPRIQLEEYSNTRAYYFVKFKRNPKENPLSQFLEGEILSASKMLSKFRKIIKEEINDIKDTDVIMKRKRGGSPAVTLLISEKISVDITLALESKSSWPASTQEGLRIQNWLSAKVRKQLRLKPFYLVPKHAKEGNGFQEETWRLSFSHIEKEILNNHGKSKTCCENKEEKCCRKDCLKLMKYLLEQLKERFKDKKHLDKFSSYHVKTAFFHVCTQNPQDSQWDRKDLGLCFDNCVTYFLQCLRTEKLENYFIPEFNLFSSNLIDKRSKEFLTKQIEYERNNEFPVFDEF
NPYLR7 ag: activates Aedes aegypti NPYLR7 receptor; actives 0.15% (n = 270,000); HEK293T NPYLR7/Galpha15, GCaMP6s calcium fluorescence; activation, % at 10 µM; in the data active = activation above about 40%;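 also: 0% = vehicle and 100% = reference agonist at the receptor; some compounds past the cut are filed as inactive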
mcGAS lum: blocks mouse cGAS activity | Q8C6L5 | recombinant cGAS, Kinase-Glo ATP depletion luminescence | inhibition, % at 12.5 µM | actives 0.15% (n = 160,000) | AID 1259399;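 also: 0% = negative control wells and 100% = reference inhibitor with no enzyme activity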
The depositor's hits bear a star; x = no result given; & = joins results of further samples. Rule as the data show it, unless noted: active = inhibition above about 40%; inactive = the rest. Not a hit list, and some 0.27% of all compounds hit somewhere here.

SMILES	hcGAS inh	NPYLR7 ag	mcGAS lum
CN1CCC(N(C)C(=S)NCc2ccc(F)cc2)CC1	-5	-1	-5
c1ccc(-c2n[nH]c(Cn3cnc(-c4ccccc4)c3-c3cnc[nH]3)n2)cc1	-2	1	-9
CC(CCc1ccc(F)c(F)c1)NC(=O)c1nccnc1C(N)=O (stereo not drawn)	-6	1	-10
Cc1ccsc1-c1nccn1CC1CCCOC1 (stereo not drawn)	-7	-3	x
CC1CC(NC(=O)CC2CSc3nc(C(C)C)cc(=O)n32)CC(C)(C)C1 (stereo not drawn)	-2	-1	x
O=C(NCCO)c1csc(-c2cc3ccccc3[nH]2)n1	-2	7	x
CCOc1nc(-c2cccc(C(F)(F)F)c2)n(-c2ccc(NC(=O)c3c(OC)cccc3OC)cc2)n1	-1	10	-2
CN(Cc1ncc[nH]1)C(=O)c1nc2ccccc2s1	-5	32	x
CCSc1nc(N2CCOCC2)c2cnn(CCNC(=O)C3CC3)c2n1	2	0	-7
O=C(NCc1ccccn1)C1(Oc2cccc3ncccc23)CCNCC1	1	24	-12
CCN1CCCC1CNC(=O)C(C)n1ncn2cccc2c1=O (stereo not drawn)	6	4	x
Cc1ccc(Oc2cc(C(F)(F)F)nc(SCc3ccccc3Cl)n2)cc1C	2	6	x
COc1cccc(CSc2nnc(C(C)NC(=O)c3ccc([N+](=O)[O-])cc3)n2-c2ccc([N+](=O)[O-])cc2)c1 (stereo not drawn)	-2	-1	-3
COc1ccc(OC)c(C2CCCN2CC(=O)NC(C)c2ccccc2)c1 (stereo not drawn)	-8	8	x
CCN1CCN(C2CCN(C(=O)Nc3ccc(OC)cc3)C2)CC1 (stereo not drawn)	-11	-22	x
O=C(NCc1cccnc1N1CCc2ccccc2C1)C1CCc2ccccc21 (stereo not drawn)	-2	x	-16
O=c1ccc(-c2cccs2)nn1CCCNS(=O)(=O)c1cccc(C(F)(F)F)c1	2	-1	x
Fc1ccc(-c2cc3ncnc(SCC4CCCO4)c3s2)cc1 (stereo not drawn)	-8	1	x
COc1ccccc1-c1n[nH]c(=S)n1-c1cccc(C)c1	-3	-7	x
O=C(CCC1CCCN(C(=O)c2ccsc2)C1)NCc1ccccc1Cl (stereo not drawn)	-10	16	x
Cc1nc2ccc(C(=O)OC(C)C(=O)NC3CC3)cc2nc1C (stereo not drawn)	-8	3	x
Cc1ccc(N2CCn3c2nc2c3c(=O)n(CCN3CCCCC3)c(=O)n2C)c(C)c1	-3	-2	x
CCCCS(=O)(=O)N1CCN(C(=O)c2cc(-c3cccc(OC)c3)n(-c3ccccc3)c2C)CC1	0	5	-3
O=C(c1cccc(N2CCNC2=O)c1)N1CCn2cncc2C1	-5	10	x
CNC(=O)CSc1nc2sc3c(c2c(=O)n1C)CCCC3	-1	0	x
Additional records.
SMILES	hcGAS inh	NPYLR7 ag	mcGAS lum
Cc1ccc(N2CC(C(=O)Nc3cc(C)nn3-c3nc4c(c(=O)[nH]3)CCC4)CC2=O)cc1 (stereo not drawn)	-9	11	-7
c1nc(N2CCOCC2)c2sc3nc(N4CCOCC4)c4c(c3c2n1)CCCC4	-4	0	x
COc1ccc(-c2nc(SC(C)C(=O)NCC3CCCCC3)n[nH]2)cc1 (stereo not drawn)	-6	0	-10
O=C(NC1CCCN(CCc2ccccc2)C1)c1ccccc1C(F)(F)F (stereo not drawn)	-10	8	x
Cc1nc(CN2C(=O)C(Cc3ccccc3)ON=C2c2ncccc2C)cs1 (stereo not drawn)	-7	7	x
CN(C(=O)c1ccc(CS(=O)(=O)c2ccccc2)o1)C1CCCCC1	-13	0	x
Cc1csc(SCC(=O)NCc2cccnc2Oc2ccccc2)n1	-12	6	x
CCn1c(C)cc(O)c(C(c2ccc(Cl)cc2)N2CCC(C)CC2)c1=O (stereo not drawn)	-9	10	x
c1ccc(-c2nc3c(c(NC[C@@H]4CCCO4)n2)CCNC3)nc1	-9	4	x
COc1cc(OC)cc(N2C(=O)/C(=C\c3cc(OC)c4c(c3)OCO4)N(C)C2=S)c1	-4	-8	-6
O=C(c1ccccc1)C(Sc1nnc(-c2ccc3c(c2)OCO3)o1)c1ccccc1 (stereo not drawn)	1	0	x
O=C(CSc1nc(=O)[nH]c2c1CCC2)N1CCOCC1	-9	0	-8
COc1ccc(-n2nc3cc(C)c(NC(=S)NC(C)=O)cc3n2)cc1Cl	-2	-2	-7
Cc1nn(-c2ccccc2)c(Oc2ccccc2Cl)c1CN(CC(O)Cc1ccccc1)CC1CCCO1 (stereo not drawn)	-3	12	-6
CCCCOc1ccc(C(=O)Nc2ccc(-n3nc(OCC)nc3-c3ccc(C)cc3)cc2)cc1	-2	25	-7
O=C(O)c1ccccc1N=Nc1c(-c2ccccc2)[nH]n(-c2ccccc2)c1=O	-2	-3	-5
Cc1cc(C)cc(CCC(=O)N(C)CCc2cn[nH]c2)c1	-2	3	-16
Oc1oc(-c2cccc3ccccc23)nc1C=Nc1ccc(F)cc1	-7	0	x
O=C(Nc1ccccc1)C1CCCN(C(=O)CCc2cccnc2)C1 (stereo not drawn)	-16	-2	x
Cc1nc2ccccc2nc1CS(=O)(=O)c1ccc2c(c1)OCCCO2	-4	3	-17
O=C(OCc1cc2c(cc1Br)OCO2)c1cnccn1	69*	-1	-2
COCCN(C(=O)C1CC2CCC1C2)C(C)C(N)=O (stereo not drawn)	1	8	4
Cn1ccc(NC(=O)CN2CCN(C3CCNC3)CC2)n1 (stereo not drawn)	-9	x	-4
Cc1ccc(-c2nnc(-c3cc4ccccc4oc3=O)o2)cc1	4	-3	1
COc1ccc(OCC(O)CN(Cc2ccccc2)Cc2cccc(F)c2)cc1 (stereo not drawn)	-3	-2	0
(list continues)
SMILES	hcGAS inh	NPYLR7 ag	mcGAS lum
Cc1cccc2c1CCN2C(=O)C1CCCOC1 (stereo not drawn)	-7	-1	-11
C=CCn1c(C)cc(C(=O)CSc2nnc(NC(C)C)s2)c1C	-3	-7	x
COc1cccc2sc(NC(=O)C(C)NC(=O)c3cccs3)nc12 (stereo not drawn)	-7	13	-4
CCN(CC)CCCC(C)NC(=O)c1cc(-c2ccc(C)c(C)c2)nn1-c1ccc(C)cc1C (stereo not drawn)	-3	-5	0
Cc1nn(C)c2c1C(c1ccc(C#N)cc1)C(NC(=O)c1ccccc1)C(=O)N2 (stereo not drawn)	-3	-2	x
CNc1nnc(SCC(=O)NC(=O)c2ccc(OC(F)F)cc2)s1	-4	2	x
O=S(=O)(NCC1CCCO1)c1ccc(Cl)cc1 (stereo not drawn)	-9	10	x
O=C(c1coc(-c2ccccc2)n1)N1CCOc2ccccc2C1	4	-4	x
O=C(NCc1cc2ccccc2o1)Nc1cccc(N2CCOCC2)c1	-5	0	x
O=C(CC1=C2CCCCC2NC1=O)NCC1CC1 (stereo not drawn)	-13	x	-5
CCc1nc(NC(=O)c2cc(Br)cn2C(C)C)n[nH]1	-9&-5	-24&2	x
Cc1ccc(NC(=O)CSc2nccc(=O)[nH]2)c(S(=O)(=O)N2CCCCC2)c1	-8	1	x
COc1ccc2nc(N(Cc3ccccn3)C(=O)c3ccc([N+](=O)[O-])s3)sc2c1	1	-4	-4
Cc1nc2cc(-c3ccc(-c4ccccc4)cc3)sc2c(=O)[nH]1	-12	-2	-22
CC(C)(C)c1ccc(C(=O)Oc2coc(CSc3ncccn3)cc2=O)cc1	-1	-15	-2
CC1CCCC(C)N1Cn1nc2sc3ccccc3n2c1=S (stereo not drawn)	20	5	0
Cc1cccn2c(=O)nc(SCC(=O)Nc3cccc(Cl)c3)nc12	-3	8	x
Cc1cccnc1NC(=O)c1ccc(Br)o1	-1	-4	x
CCOC(=O)c1c(C)[nH]c(C(=O)N2CCNC(CC)C2)c1C (stereo not drawn)	-7	x	-11
Cc1cccn2c(CC(=O)N(C)C(C)c3ccon3)cnc12 (stereo not drawn)	0	3	-14
Cc1noc(OCc2c(C)noc2C)n1	-7	5	x
COCCNC(=O)C(NC(=O)c1ccccc1F)C1CCN(C(=O)c2ccccc2OC)CC1 (stereo not drawn)	-6	7	-3
O=C(CSCc1ccccc1Cl)NCc1nc(-c2cccnc2)no1	-2	-2	x
COc1ccc(C(=O)N(Cc2ccc(F)cc2)Cc2cc(NC(=O)c3ccco3)ccc2N(C)C)cc1	-2	-3	0
O=C(NCCCN1CCCCC1)c1ccc(-c2ccc(Cl)cc2)o1	-10	13	-15
(next part)
SMILES	hcGAS inh	NPYLR7 ag	mcGAS lum
C=CCn1c(=O)c2c(nc3n(-c4cccc(O)c4)c(C)cn23)n(C)c1=O	-6	2	x
CCc1nc2ccc(C(=O)Nc3ccc(OC)c(OC)c3)cn2c1N(C=O)CCC(C)C	-2	-2	-1
CC1CC2(C)CC(C)C1(COC(=O)Nc1ccccc1)CO2 (stereo not drawn)	-7	2	-3
Cc1ccc(NC(=O)c2c(N)c(C(=O)c3ccccc3)n3ccccc23)cc1	-4	-3	-7
Cc1ccc(-c2nc(OCC(C)C)nn2-c2ccc(NC(=O)/C=C/c3ccccc3)cc2)cc1	-7	17	-9
COc1ccc(-n2nnc(C(=O)OCc3nc(-c4cccc(OC)c4OC)oc3C)c2C)cc1Cl	-4	2	-9
CN(Cc1ccccc1)Cc1cc(C(=O)N(C)Cc2ccoc2)no1	0	-1	x
O=C(c1cccc(OC(F)F)c1)N1CCN(Cc2ccc(-c3noc(-c4ccco4)n3)cc2)CC1	2	-8	1
CCP(=O)(CC)C(C)(C)CP(=O)(c1ccccc1)c1ccccc1	-13	8	x
Cc1ccccc1CN1CCN(c2ccc(S(=O)(=O)N(C(C)C)C(C)C)cn2)CC1	-8	8	-7
N#Cc1ccccc1C(=O)N1CCOC(COCc2c(Cl)cccc2Cl)C1 (stereo not drawn)	-1	-8	1
CN(Cc1ccco1)c1ncncc1I	-6	2	x
COc1ccc(-c2cc(N)n(-c3ccc(C(=O)Nc4ccccc4C(C)C)cc3)n2)cc1	1	-20	1
Cn1c(COc2ccccc2Cl)n[nH]c1=S	-2	-3	-4
Fc1ccc(-n2c(-c3snnc3-c3ccccc3)n[nH]c2=S)cc1	-2	-8	-3
Cc1ccc(Cl)cc1NC(=O)Cn1cnc2scc(-c3cccs3)c2c1=O	-1	7	-3
O=C(CSc1nnc(-c2cccs2)o1)N1CCCC1	-6	15	x
CCNC(=O)C1(C)CCN(Cc2noc(-c3ccccc3)n2)C1 (stereo not drawn)	-11	1	x
O=C(C=Cc1cccs1)N1CCN(Cc2nc3ccccc3s2)CC1	-8	-3	1
CCCNC(=O)Cn1nc2c(c1NC(=O)C(c1ccccc1)c1ccccc1)CSC2	-4	-8	-10
Cn1c(=O)n(CC(=O)N2CCCC2)c(=O)c2c(N3CCN(C(=O)C4CC4)CC3)ccnc21	-9	1	-4
CC1(C)C(=O)Nc2ccc(S(=O)(=O)Nc3ccnn3C3CCCCC3)cc21	-1	-6	x
COc1ccccc1C(C)NC(=O)C1CC2CCCC(C1)C2=O (stereo not drawn)	3	1	x
CC(C)c1noc(-c2ccc(N(C)CC(O)c3ccccc3)nc2)n1 (stereo not drawn)	-5	10	-16
COc1ccc2[nH]c3c(c2c1)CCN(C(=O)c1cc(C(C)(C)C)nn1Cc1ccccc1)C3c1ccc(COC(C)=O)o1 (stereo not drawn)	0	13	-6

Part of the list above, with bars between the fields.
SMILES | hcGAS inh | NPYLR7 ag | mcGAS lum
N#Cc1ccccc1C(=O)N1CCOC(COCc2c(Cl)cccc2Cl)C1 (stereo not drawn) | -1 | -8 | 1
CN(Cc1ccco1)c1ncncc1I | -6 | 2 | x
COc1ccc(-c2cc(N)n(-c3ccc(C(=O)Nc4ccccc4C(C)C)cc3)n2)cc1 | 1 | -20 | 1
Cn1c(COc2ccccc2Cl)n[nH]c1=S | -2 | -3 | -4
Fc1ccc(-n2c(-c3snnc3-c3ccccc3)n[nH]c2=S)cc1 | -2 | -8 | -3
Cc1ccc(Cl)cc1NC(=O)Cn1cnc2scc(-c3cccs3)c2c1=O | -1 | 7 | -3
O=C(CSc1nnc(-c2cccs2)o1)N1CCCC1 | -6 | 15 | x
CCNC(=O)C1(C)CCN(Cc2noc(-c3ccccc3)n2)C1 (stereo not drawn) | -11 | 1 | x
O=C(C=Cc1cccs1)N1CCN(Cc2nc3ccccc3s2)CC1 | -8 | -3 | 1
CCCNC(=O)Cn1nc2c(c1NC(=O)C(c1ccccc1)c1ccccc1)CSC2 | -4 | -8 | -10
Cn1c(=O)n(CC(=O)N2CCCC2)c(=O)c2c(N3CCN(C(=O)C4CC4)CC3)ccnc21 | -9 | 1 | -4
CC1(C)C(=O)Nc2ccc(S(=O)(=O)Nc3ccnn3C3CCCCC3)cc21 | -1 | -6 | x
COc1ccccc1C(C)NC(=O)C1CC2CCCC(C1)C2=O (stereo not drawn) | 3 | 1 | x
CC(C)c1noc(-c2ccc(N(C)CC(O)c3ccccc3)nc2)n1 (stereo not drawn) | -5 | 10 | -16
COc1ccc2[nH]c3c(c2c1)CCN(C(=O)c1cc(C(C)(C)C)nn1Cc1ccccc1)C3c1ccc(COC(C)=O)o1 (stereo not drawn) | 0 | 13 | -6

Additional structures follow:
SMILES	hcGAS inh	NPYLR7 ag	mcGAS lum
CCc1ccc(CN(C)C(=O)c2cc(COc3ccc(-n4cncn4)cc3)on2)nc1	-5	3	x
Cc1ccccc1N=C1SCCCN1C(=O)c1ccc2c(c1)OCO2	12	1	x
Cc1nc(CN2CCOc3ccc(Cl)cc32)no1	-6	1	x
c1ccc2c(OCc3nn[nH]n3)cccc2c1	-9	8	x
COC(=O)c1cc2n(n1)CCN(C(=O)c1cnc(CN3CCCC3)s1)C2	1	0	-7
Cc1c(C(=O)NCCN2CCOCC2)cc(-c2ccc(Cl)cc2)n1-c1ccccc1F	-13	-5	-4
O=C(NCCCN1CCOCC1)C(C1CCCC1)N1CCN(C(=O)c2ccc(Cl)cc2)CC1 (stereo not drawn)	-6	24	-4
O=C(CCc1cscn1)NCC1CC12CCc1ccccc12 (stereo not drawn)	-8	5	-6
O=C(c1ccc(N2CCOCC2)nc1)N1CCC(CCc2ccccc2)CC1	-4	9	-10
